# GCN5L2 inh: blocks human GCN5L2 histone acetyltransferase; Q92830; GCN5L2 HAT assay, ThioGlo1 CoA-SH fluorescence; Potency, µM (top dose mostly 58.9 µM), for the others: at the top dose activity change, negative = inhibition, hits mostly inhibitors; 0.21% of 390,000 active; AID 504327
#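 qHTS, 1536-well. 20nM enzyme, pH 7.5 HEPES/EDTA/Tween-20 buffer; 15 min compound preinc., RT. Start: 75uM H3(1-25), 70uM AcCoA, 50uM ThioGlo1. Read Ex340/Em540 at t=0 (autofluorescence flag) and t=20 min.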
# FEN1 inh: blocks human flap endonuclease 1 | Potency, µM (titrated, usually from 114 µM), inactives show top-dose activity change, negative = inhibition, hits mostly inhibitors | AID 588795 | 0.35% of 390,000 active | Recombinant FEN1 flap cleavage, fluorescence, 15 min | P39748; note: nearly all actives have a fitted effect of over 65% in size
# Target sequence (P39748 whole entry, looked up): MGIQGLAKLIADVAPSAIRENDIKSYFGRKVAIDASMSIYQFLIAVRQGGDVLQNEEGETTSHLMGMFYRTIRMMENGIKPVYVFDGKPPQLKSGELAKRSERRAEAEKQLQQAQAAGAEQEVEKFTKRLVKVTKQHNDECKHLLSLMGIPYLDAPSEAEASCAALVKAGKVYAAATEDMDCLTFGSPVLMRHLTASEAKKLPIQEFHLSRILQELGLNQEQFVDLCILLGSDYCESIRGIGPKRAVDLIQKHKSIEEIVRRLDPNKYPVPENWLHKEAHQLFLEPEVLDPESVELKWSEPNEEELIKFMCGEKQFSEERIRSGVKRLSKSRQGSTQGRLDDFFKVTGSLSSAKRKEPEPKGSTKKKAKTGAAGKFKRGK
#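 Read-out was taken twice, immediately and after 15 min, following addition of 50 nM substrate to 10 nM FEN1 that had sat with test compound for 15 min at room temperature. Curves came from a four-parameter Hill model.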
# N370S GC: inhibits or activates N370S mutant glucocerebrosidase; P04062; N370S GC spleen homogenate, 4MU-glucoside fluorescence; Potency, µM (series often up to 59.4 µM), for inactives: top-dose activity change, negative = inhibition, actives largely listed as inhibitors; 0.092% of 330,000 active; AID 2101;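 note: 0% = full enzyme activity and -100% = no enzyme basal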
# * hit, by the source's call; u = inconclusive; x = no result given; & = joins results of further samples; [ ] = remark or other dose. Calls come from the whole dose curve; as a rule, active = well fitted curve in the direction sought with a large enough effect; inconclusive = small, poorly fitted or top-dose-only effect, or another doubt; inactive = no such curve, though single readings can be large; an effect the other way counts as inactive or inconclusive. Unless noted, % is set by controls: 0 for no effect and ±100 for the full control effect; potency is the fitted concentration of half-maximal effect.
Structure,N370S GC,FEN1 inh,GCN5L2 inh
Cc1ccnc2nc(C(=O)OCC(=O)N3CC(C)CC(C)C3)nn12 (stereo not drawn),-19.5%,12.3%,0.9%
COC(=O)C1=C(C)NC(=O)/C1=C\c1cccs1,15.9%,-1.4%,-8.7%
Cc1ccc(NC(=O)CSc2nnc(-c3ccncc3)n2N)cc1C,6.0%,-19.7%,-4.0%
Cc1ccc(S(=O)(=O)n2nc(-c3ccc(Cl)cc3)nc2NCc2ccccc2)cc1,x,1.5%,-0.6%
O=C(CN1CCCCCCC1)N/N=C/c1ccccc1F,10.1%,-2.6%,-4.9%
Cc1ccc(N2C(SCC(=O)O)=NC(=Nc3cccc(C)c3)C23CCCC3)cc1,-8.8%,0.4%,-9.1%
O=C(NCCc1ccccc1)C1CCN(S(=O)(=O)N2CCCC2)CC1,3.4%,4.7%,-4.0%
COc1ccc(-c2oc(=O)c3cc(OC)c(OC)cc3c2/C=C/c2cccc([N+](=O)[O-])c2)cc1,x,10.8%,2.8%
CCOC(=O)C1CCN(C(=O)COC(=O)c2cc([N+](=O)[O-])ccc2N2CCOCC2)CC1,-2.6%,3.7%,-1.9%
O=C(NC1CCS(=O)(=O)C1)c1cc(-c2ccccc2)nc2ccccc12 (stereo not drawn),-3.2%,-6.0%,0.2%

# Other results follow.
Structure,N370S GC,FEN1 inh,GCN5L2 inh
Cc1ccc(NC(=O)C2CCCN(c3ncnc4onc(C)c34)C2)c(Cl)c1 (stereo not drawn),x,18.0%,-0.8%
Cc1nn(-c2ccccc2)c(C)c1Cc1ccc(O)cc1,3.4%,-12.8%,0.8%
O=C(Nc1ccc2c(c1)OCO2)NC1(C(F)(F)F)Oc2ccccc2O1,-1.8%,-18.8%,-9.0%
COc1cc(C(=O)Nc2ccc(NC(=O)c3ccc(C(C)(C)C)cc3)cc2)cc(OC)c1OC,x,-27.8%,-16.1%
COC(=O)CS(=O)(=O)c1ccc2c(c1)CC(=O)N2,0.1%,-5.8%,-1.7%
COC(=O)c1cc(Cn2nc(C(=O)O)c3ccccc3c2=O)oc1C,-12.5%,-18.9%,-16.7%
COc1ccccc1CNC(=O)c1ccc(Br)o1,-2.5%[89.1 µM],-2.7%,-6.8%[88.6 µM]
Cc1ccc(NC(=O)C(SCC(=O)O)c2ccccc2)cc1C (stereo not drawn),-3.5%,-1.0%,-11.4%
Cc1ncc([N+](=O)[O-])n1CC(=O)NCCc1ccccc1,-4.5%,-9.7%,-8.3%
O=[N+]([O-])c1cccc2c[nH]nc12,-14.2%,x,u

# Some of the entries so far, as labelled records:
compound: COC(=O)CS(=O)(=O)c1ccc2c(c1)CC(=O)N2
  N370S GC: 0.1%
  FEN1 inh: -5.8%
  GCN5L2 inh: -1.7%
compound: COC(=O)c1cc(Cn2nc(C(=O)O)c3ccccc3c2=O)oc1C
  N370S GC: -12.5%
  FEN1 inh: -18.9%
  GCN5L2 inh: -16.7%
compound: COc1ccccc1CNC(=O)c1ccc(Br)o1
  N370S GC: -2.5%[89.1 µM]
  FEN1 inh: -2.7%
  GCN5L2 inh: -6.8%[88.6 µM]

# Other entries
Structure,N370S GC,FEN1 inh,GCN5L2 inh
CCc1sc(N(C(=O)Cc2ccccc2)c2ccc(F)cc2)nc1-c1ccccc1,-15.6%,-13.0%,-8.5%
Cc1ccc(CNC(=O)COc2ccc3c(c2)CCC3)cc1,18.9%,-2.0%,-4.6%
Cc1ccc(CN2CCSc3ccc(C(=O)NCc4ccco4)cc32)cc1,u,-14.6%,-10.1%
CCOc1ccccc1CN1CCN(Cc2ccc3cc(F)ccc3n2)CC1CCO (stereo not drawn),-3.8%,15.5%,2.4%
CN(C)S(=O)(=O)c1cccc(NC(=O)COC(=O)CNC(=O)c2ccccc2F)c1,-5.1%,4.0%,-6.3%
Cn1c(CCN2CCCCC2)nc2cc(NC(=O)COc3ccc([N+](=O)[O-])cc3)ccc21,-7.6%,-21.1%,-3.0%
CC(C)N(C(=O)[C@H]1C[C@H](CC(=O)NCCCN(C)C)C(=O)N2CCc3c([nH]c4cc(-c5ccco5)ccc34)[C@]12C)C(C)C,x,-4.0%,-4.0%
Nc1nc(-c2cccs2)cs1,-16.7%,5.1%,-1.3%
CC(=O)c1ccc(N2CCN(S(=O)(=O)c3cc4[nH]c(=O)c(=O)[nH]c4cc3C)CC2)cc1,u,u,-17.3%&-11.7%
O=C(CNC(=O)c1cccs1)OCC(=O)c1ccc2ccccc2c1,-0.4%,-14.9%,-7.4%

# New compounds follow
Structure,N370S GC,FEN1 inh,GCN5L2 inh
COc1ccc(NC(=O)Nc2c(C)n(C)n(-c3ccccc3)c2=O)c(OC)c1,0.3%,1.3%,-4.5%
CC(/C=C/c1ccccc1)=N/NC(=O)c1cc([N+](=O)[O-])cc([N+](=O)[O-])c1,9.1%,5.3%,-8.9%
COc1ccccc1OCCOc1ccccc1/C=N/n1cnnc1,-3.9%,7.5%,-23.6%
CCCCCCCCCCCCOC1OC(CO)C(O)C(O)C1NC(C)=O (stereo not drawn),-8.1%,-2.5%,-1.3%
CNc1snc(C)c1C(=O)OCC(=O)Nc1ccc(C)cc1F,-3.2%,-0.6%,1.1%
COc1cccc(-c2csc(N3CCN(C(=S)Nc4ccccc4)CC3)n2)c1,13.4%,8.1%,-4.2%
CC(C)[C@H](NC(=O)C1CCN(S(=O)(=O)c2ccc(F)cc2)CC1)C(=O)NCc1ccco1,-21.6%,-3.9%,0.4%
O=C(c1cc2ccccc2cc1O)N1CCCC1,10.4%,-6.8%,-4.3%
CCOC(=O)c1cc(-c2ccccc2)n(CC(=O)NCc2ccccc2OC)c1C,x,15.7%,-3.7%
N#Cc1cnc(SCC(=O)Nc2ccccc2C(F)(F)F)nc1N,4.9%,-7.5%,0.9%

# Carrying on.
Structure,N370S GC,FEN1 inh,GCN5L2 inh
CCOc1cc2sc(N3CCC(C(=O)NCCCN4CCCC4=O)CC3)nc2cc1Br,-0.5%,-12.9%,-2.6%
O=[N+]([O-])c1ccc(/C=N/n2cnc3ccccc32)s1,-4.5%,-10.5%,-4.6%
O=C(CSc1nc(=O)n2ccccc2n1)Nc1ccc2c(c1)OCO2,0.0%,-1.4%,-17.3%
COc1ccccc1NC(=O)C1=C(C)Nc2ncnn2C1c1ccccc1C(=O)O (stereo not drawn),x,-4.1%,-4.0%
CCOc1cc2c(cc1OCC)C(c1ccccc1)N(c1ccc(C(=O)O)cc1)C(=O)C2 (stereo not drawn),-19.3%,5.2%,-5.1%
C/C(=N\NC(=O)CSc1nc(C)[nH]c1[N+](=O)[O-])c1ccc(F)cc1,-22.0%,-12.5%,2.8%
CCN1/C(=C/c2cc[n+](CCCS(=O)(=O)[O-])c3ccccc23)Sc2ccccc21,-7.6%,u,-9.2%
CSc1ccccc1OCc1cc(C(=O)N(C)Cc2cc(C)[nH]n2)no1,-14.8%,3.3%,-5.4%
COc1ccccc1/C=C/C(=O)NCC(=O)N/N=C/c1ccccc1[N+](=O)[O-],6.2%,-15.1%,-11.2%
COc1cccc(=O)c2c(C)n(-c3ccc(C(=O)O)cc3)c(C)c12,-14.8%,-35.9%,-5.3%

# The list goes on.
Structure,N370S GC,FEN1 inh,GCN5L2 inh
O=C(O)c1ccccc1S,8.4%,x,1.2%
CC(=O)N1CCc2c(sc3c2c(=O)n(Cc2ccccc2)c(=O)n3Cc2ccccc2Cl)C1,x,-17.6%,-11.7%
CCOC(O)[C@H]1N[C@@H](c2ccc(Cl)cc2)[C@@H]([N+](=O)[O-])[C@@H]1c1ccccc1 (stereo partly drawn),15.5%,-18.1%,-10.5%
NC(=O)COC(=O)c1sc2cc(F)ccc2c1Cl,9.5%,4.8%,-3.4%
Cc1ccc(S(=O)(=O)NCCCNS(C)(=O)=O)cc1,-3.5%,3.7%,-14.9%
Cn1c(CO)cnc1-c1ccccc1,8.9%,3.5%,u
O=C(NCCCN1CCOCC1)C(=O)c1c[nH]c2ccccc12,-7.8%,-1.2%,-2.3%
Cc1cc(C)c(NC(=O)CSc2nc3ncc(Br)cc3[nH]2)c(Cl)c1,-0.9%,-12.6%,-6.0%
COc1ccc(CNC(=O)c2ccc(N3CCCC3=O)cc2)cc1,20.4%,-2.1%,-4.8%
COCCN1CCN(C(=O)c2cc(COc3ccc(F)cc3Cl)on2)CC1,-0.8%,-1.5%,u

# The listing continues.
Structure,N370S GC,FEN1 inh,GCN5L2 inh
COC(=O)c1ccc(OCC(=O)Nc2ccsc2C(=O)OC)cc1,-0.6%,-5.1%,14.6%
CC(C)C[C@@H](NC(=O)[C@H]1CCCN1C(=O)Cc1ccccc1)C(N)=O,-13.1%,-2.4%,-2.0%
Brc1ccc(CSc2ncnc3nc[nH]c23)cc1,4.7%,2.2%,-3.0%
Fc1ccc(NC(=S)Nc2ccc(Br)cc2)cc1,-1.4%,-4.8%,-0.6%
O=C(CSc1n[nH]c(-c2ccccn2)n1)Nc1ccccc1F,6.2%,4.1%,-0.2%
O=C(O)c1ccc(-c2ccc(-c3ccccc3)cc2)o1,3.6%[89.1 µM],x,-21.1%[88.6 µM]
O=[N+]([O-])c1cccc(CN2CCC(Cc3ccccc3)CC2)c1,-17.4%,35.3%,-2.2%
CCn1c(N2CCN(CC(=O)c3c[nH]c4ccccc34)CC2)nc2c1c(=O)[nH]c(=O)n2C,-3.5%,-1.5%,-0.6%
Cc1ccc(C)n1N1C(=O)/C(=C\c2ccc(Cl)cc2)SC1=S,5.2%,-2.3%,-23.4%
CC(NC(=O)c1cccc(OC2CCN(C(=O)C3CC3)CC2)c1)c1ccc(F)cc1 (stereo not drawn),4.1%,5.3%,-9.3%

# Further results
Structure,N370S GC,FEN1 inh,GCN5L2 inh
Cc1ccc2c(c1)SC1=NC(c3ccccc3)(C(F)(F)F)NC(=O)N12 (stereo not drawn),3.3%,x,u
COc1cccc(C2N(c3cccc(Cl)c3)C(=O)C3CCCN32)c1 (stereo not drawn),-2.2%,-1.2%,-3.6%
Fc1ccccc1N1CCN(Cc2nnc(-c3ccc4c(c3)OCO4)o2)CC1,x,-0.9%,-1.0%
Cn1nc(C(=O)Nc2cc(F)ccc2F)c2c1-c1ccccc1SC2,x,-8.0%,-1.6%
CC(=O)c1cccc(NC(=O)CCNS(=O)(=O)c2cccc3nsnc23)c1,2.9%,3.5%,x
O=C(NCCc1ccccc1)C1CCN(S(=O)(=O)N2CCCCCC2)CC1,-1.1%,14.4%,-3.9%
CCOC(=O)C1(CCCc2ccccc2)CCN(C(=O)C2=C(C)OCCO2)CC1,1.5%,-5.3%,-3.8%
Cc1cc(NC(=O)CSc2nc3ccccc3n2CC(=O)N2CC(C)CC(C)C2)no1 (stereo not drawn),6.4%,-16.6%,-27.3%
Cc1cccc(C)c1NC(=O)/C(C#N)=C/c1ccc(-c2ccc(C(=O)O)cc2)o1,3.9%,3.9%,-5.0%
CCOc1ccc(N2CC(C(=O)Nc3cccnc3)CC2=O)cc1 (stereo not drawn),1.3%,-8.9%,-0.2%

# Exported with values under each structure: part of the list above.
# Values in the order: N370S GC | FEN1 inh | GCN5L2 inh
> Cc1ccc2c(c1)SC1=NC(c3ccccc3)(C(F)(F)F)NC(=O)N12 (stereo not drawn)
 : 3.3% | x | u
> COc1cccc(C2N(c3cccc(Cl)c3)C(=O)C3CCCN32)c1 (stereo not drawn)
 : -2.2% | -1.2% | -3.6%

# Other entries:
Structure,N370S GC,FEN1 inh,GCN5L2 inh
CCOC(=O)CNC(=O)c1cc2c(=O)[nH]c3ccc(C)cc3c2s1,u,-5.6%,0.8%
COCCN(C(=O)COc1ccc(Cl)cc1)c1nnc(-c2cccnc2)s1,3.5%,8.7%,-0.8%
CS(=O)(=O)N(CC(=O)Nc1c(F)cccc1F)Cc1ccccc1,7.7%,-7.8%,-17.7%
S=c1[nH]nc(CCc2ccccc2)n1-c1ccccc1,22.3%,1.1%,1.6%
Cc1cc(C)nc(NC2=NCC(=O)N2c2ccc(Cl)cc2)n1,u,-6.0%,0.0%
Cc1cccc(CN2CCN(c3ncccn3)CC2)c1,0.4%,-0.5%,-9.6%
Cc1cccc(/N=C/c2sc3ccccc3c2O)n1,3.0%,1.3%,-4.3%
CN1C(=O)C2(OCCCO2)c2ccccc21,-5.8%,-0.3%,0.4%
O=c1[nH]c(=O)n(CCc2ccc(F)cc2)c(O)c1C=NCc1ccc2c(c1)OCO2,3.8%,-11.2%,-4.3%
COc1ccc(S(=O)(=O)NC2CCCCC2)cc1-n1cnnn1,13.4%,0.3%,0.6%

# Further structures
Structure,N370S GC,FEN1 inh,GCN5L2 inh
COc1cccc(NC(=O)Cn2nnc(C(=O)NCc3cccs3)c2N)c1,-15.5%,-2.8%&-12.0%,-6.7%&1.4%
CCc1cccc(NC(=O)CN(C)C2=NS(=O)(=O)c3ccccc32)c1,x,-17.5%,-1.1%
C/C(=C\C(=O)C(F)(F)F)Nc1cc(C)cc(C)c1,0.2%,-2.5%,-5.6%
CN(C)CCCN(C(=O)COc1ccc(Cl)cc1)c1nc2cc3c(cc2s1)OCCO3,u,-15.1%,-1.0%
COc1ccc2nc(Nc3nc(CSc4nnc(C)s4)cc(=O)[nH]3)nc(C)c2c1,3.5%,x,-2.2%

# Source: PubChem BioAssay
